ST2 inh: inhibitors of human ST2 (IL1RL1) binding to IL-33, primary screen, biochemical, AlphaLISA. AlphaLISA ST2-Fc/biotin-IL-33 interaction, 1 h. hit rate 2.3% among 78,000. Interleukin-1 receptor-like 1 (Homo sapiens), Q01638. inhibition, % for hits at 17 µM; in the data active = inhibition above about 30%; inconclusive = mostly about 10% to 28%
Target sequence (Q01638 whole entry, looked up): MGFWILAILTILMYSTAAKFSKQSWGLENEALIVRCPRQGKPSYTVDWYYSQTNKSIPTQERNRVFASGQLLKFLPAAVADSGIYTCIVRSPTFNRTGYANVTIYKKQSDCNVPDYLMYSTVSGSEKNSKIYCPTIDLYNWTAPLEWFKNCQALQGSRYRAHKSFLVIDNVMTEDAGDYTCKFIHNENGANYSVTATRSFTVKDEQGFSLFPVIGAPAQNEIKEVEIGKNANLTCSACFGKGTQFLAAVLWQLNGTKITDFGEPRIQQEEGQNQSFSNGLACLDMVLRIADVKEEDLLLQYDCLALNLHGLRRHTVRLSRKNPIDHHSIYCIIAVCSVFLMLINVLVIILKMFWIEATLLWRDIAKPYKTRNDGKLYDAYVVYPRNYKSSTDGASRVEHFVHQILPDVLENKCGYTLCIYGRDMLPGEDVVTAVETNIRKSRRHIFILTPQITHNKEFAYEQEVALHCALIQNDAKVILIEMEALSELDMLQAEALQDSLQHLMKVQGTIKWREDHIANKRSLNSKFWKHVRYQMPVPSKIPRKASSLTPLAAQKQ
* = called active by the depositor; i = inactive; ? = inconclusive. This is a subset; the hit share may differ from the screen's.

molecule	ST2 inh
O=C(C[C@@H]1O[C@H](CNC(=O)C2CC2)[C@@H](O)[C@H]1O)Nc1ccccc1	?
CC1(C)CC[C@]2(C(=O)O[C@@H]3O[C@H](CO)[C@@H](O)[C@H](O)[C@H]3O)[C@H](O)C[C@]3(C)C(=CCC4[C@@]5(C)CC[C@H](O[C@@H]6OC[C@@H](O)[C@H](O)[C@H]6O)[C@@](C)(C(=O)O)C5CC[C@]43C)[C@@H]2C1 (stereo not given in full)	i
CC(C)c1ccc(Nc2c(-c3ccccc3)nc3cnccn23)cc1	i
CC1(C)CC(=O)C2=C(C1)Nc1[nH]c(=O)[nH]c(=O)c1C2c1ccc(F)cc1 (stereo not given)	i
CC(C)c1cc(NC(=O)c2cccc(CN(C)CCO)c2)n(C)n1	i
Cc1ccc(NC(=O)CN[C@H](C(N)=O)C(C)C)cc1F	i
CC(C)CC(=O)OC1c2c(ccc3ccc(=O)oc23)OC1C(C)(C)OC(=O)CC(C)C (stereo not given)	?
CC(=O)c1ccc(N(CN2C(=O)c3ccc([N+](=O)[O-])cc3C2=O)C(C)=O)cc1	i
O=C(NC1c2ccccc2-c2ccccc21)C1CCC(=O)N(Cc2ccc(Cl)cc2)C1 (stereo not given)	i
CCSCCOC(=O)C1=C(C)NC2=C(C(=O)C(C(=O)OC)C(C)C2)C1c1ccc(Cl)cc1 (stereo not given)	i
Cc1cccc(-n2cc(-c3ccn(CC(=O)Nc4ccnn4C)n3)cn2)c1	?
COc1ccc(/C=C2\CCC/C(=C\c3ccc(OC)c(OC)c3)C2=O)cc1OC	30%*
CN(C)CCNC(=O)c1cc(Sc2cccc(Cl)c2)nc2ccccc12	i
CNC(=O)[C@@H]1C[C@@H](N)CN1Cc1cc2ccc(C)cc2nc1N1CCOCC1	i
CN(CCc1ccccn1)C(=O)C1CCN(S(=O)(=O)c2cccc3cccnc23)CC1	i
CC(O)CSc1nc2c(c(=O)[nH]c(=O)n2C)n1C(C)C (stereo not given)	?
Cn1c(=O)c(/C=C/c2cccs2)nc2ccccc21	36%*
COc1cc(N2CCC(Cn3cc(CO)nn3)CC2)ncn1	65%*
COC(=O)C(CCSC)NC(=O)c1ccc2nc(C3CCCCC3)oc2c1 (stereo not given)	?
COc1ccccc1N1CCN(C(=O)c2ccc(CS(=O)(=O)c3ccccc3OC)o2)CC1	i
O=C(CN1C(=O)CC(c2ccccc2)Sc2ccccc21)N1CCCC1 (stereo not given)	i
CCCOC(=O)C1=C(C)NC(=O)NC1c1cccc(Oc2ccccc2)c1 (stereo not given)	i
Cc1ccc2nsnc2c1S(=O)(=O)N1C[C@H]2CC=CC[C@H]2C1	i
O=C(COc1ccccc1Cl)Nc1cccc(NC(=O)c2ccccc2)c1	?
Cn1ccnc1-c1nccn1CCCc1cccnc1	?
CC(C)(O)C#Cc1cccc(C(=O)N2CCNC(=O)C2c2ccc(F)cc2)c1 (stereo not given)	?
CCc1c(C)nn(CC(=O)N[C@@H]2CC[C@@H](N)C2)c1C	i
CC(=O)Oc1ccc(N(C(C)=O)S(=O)(=O)c2ccc(Cl)cc2)cc1Cl	?
Cc1ccc(/C=C/C(=O)Nc2cc3cc([N+](=O)[O-])ccc3oc2=O)cc1	i
Cc1ccc(/C=C(\C#N)c2nc(-c3ccc(C)cc3)cs2)cc1	54%*
Cn1c(=O)[nH]c(=O)c2c1nc(N1CCN(Cc3ccccc3)CC1)n2CCSc1ncccn1	i
O=C1c2ccccc2C2=c3c1cccc3=CC(c1ccccc1)N=N2 (stereo not given)	?
O=S(=O)(NCc1cccnc1)c1cccc2nsnc12	i
CCCOc1ccc(C2C(C(=O)OC(C)C)=C(C)NC3=C2C(=O)C(C(=O)OC)C(C)C3)cc1 (stereo not given)	i
O=C(CSc1nc2ccccc2o1)Nc1ccccc1	i
CC1CCN(S(=O)(=O)c2cccc(C(=O)Nc3ccccn3)c2)CC1	i
Cc1ccc2c(C)c(C(=O)N3CCC(Cc4nnc(CO)n4C)CC3)oc2c1	?
CCOC(=O)C1(CCCc2ccccc2)CCN(C(=O)/C=C/c2cnn(C)c2)CC1	?
COc1ccc(-n2ncc(C(C)NCc3c(C)nn(C(C)C)c3C)c2C)cc1 (stereo not given)	?
COc1ccc2cc3cc(C(=O)Nc4cc(Cl)ccc4OC)oc3nc2c1	i
CCN(CC)C(=O)CCC(=O)Nc1ccc2nc(N3CCOCC3)cc(C)c2c1	i
O=[N+]([O-])c1ccc(-c2cn3ccccc3n2)cc1	?
CCN(CC)C(=O)[C@@H](C)C1CC[C@@]2(C)CC[C@H](NC(=O)c3ccncc3)[C@@H](C)[C@@H]2[C@H]1O (stereo not given in full)	49%*
COCc1nc(N(C)Cc2cc(-c3cccnc3)no2)c2cnn(C)c2n1	i
CCC1CCC(NCCN2CCOCC2)CC1 (stereo not given)	i
Brc1ccc(CN2CCN(c3ncccn3)CC2)s1	?
O=C(Nc1cc(F)ccc1F)c1ccc(=O)n(Cc2cccc(F)c2)c1	i
Cc1nn(C(=O)c2ccco2)c(C)c1Sc1ccccc1	i
COc1ccc(-c2ccc(C3NCCc4[nH]cnc43)cc2)cn1 (stereo not given)	i
CC(=O)N=c1c(=O)c2c(c(=O)c1=Nc1ccccc1)NON2	?

Carrying on.
molecule	ST2 inh
CSc1ccc(-c2ccc3c(c2)C(=O)N2CC[C@H](NC(=O)C4CCNCC4)C[C@H]2C(=O)N3)cc1	i
O[C@@H]1C[C@@H](c2nc(-c3ccc4c(c3)OCO4)no2)N(Cc2ccccc2)C1	i
CC(=O)Nc1cccc(NC(=O)CCCOc2ccccc2)c1	i
CCOC(=O)C1=C(C)Nc2nc(SCc3ccccc3F)nn2C1c1ccc(F)cc1 (stereo not given)	i
CCOC(=O)C1=C(C)Nc2nc(SCc3ccccc3)nn2C1c1ccc(C#N)cc1 (stereo not given)	i
CC(C)(CC(=O)O)CC(=O)N[C@H]1CO[C@H]2[C@@H]1OC[C@@H]2Nc1nccc(C(C)(C)C)n1	i
Cc1ccc(S(=O)(=O)NC(O)C(=O)c2cccs2)cc1 (stereo not given)	?
CCn1c(C2CCCNC2)nn(CCCn2cnnn2)c1=O (stereo not given)	i
CCN(Cc1noc(C)n1)C(=O)CC1CCc2ccccc21 (stereo not given)	?
COc1ccccc1CNC(=O)c1ccc(N(Cc2ccccc2Cl)S(C)(=O)=O)cc1	i
CC(C)(C)c1nnc([C@H]2CCN(Cc3ccc(F)cc3)C2)o1	i
Cc1cc(C)c(S(=O)(=O)N2CCN(c3nc(C)cc(Nc4ccccc4)n3)CC2)c(C)c1	i
N#C/C(=C\c1ccc(-c2cc([N+](=O)[O-])ccc2Cl)o1)c1[nH]nc(N)c1C#N	45%*
CC(=O)N1N=C(c2cccs2)OC12CCCCC2	?
Cc1ccc(CNC(=O)C2(O)c3cc(Br)ccc3NC(=O)N2c2ccccc2)cc1 (stereo not given)	i
CCCn1cnc2c1CN(C(=O)c1ccccc1OC)[C@H](C(=O)OC)C2	i
CC1=C[C@@H](CN2CCN(CCO)CC2)[C@H](C(C)C)C[C@H]1Cc1nnc(-c2ccccc2F)o1	?
c1ccc(COC2CCCN(Cc3ccc4c(c3)OCCO4)C2)nc1 (stereo not given)	?
CCCSc1ncc(CN2CCC3(CCC(=O)N(C)CC3)CC2)cn1	i
CCOC(=O)c1ccc2nc3c(cc2c1)CCS3	i
O=C(NCc1cccs1)c1ccc(Cl)cc1[N+](=O)[O-]	i
CC1CCC(C(=O)NC(C(=O)NCc2ccccn2)C(C)C)CC1 (stereo not given)	?
COc1cccc(C(=O)Nc2ccc([N+](=O)[O-])cc2)c1	?
CCCc1cnc(C)nc1-c1ccccc1CO	i
O=C(CCC1=NS(=O)(=O)c2ccccc2N1)Nc1ccc(F)c(F)c1	i
CN(Cc1ccc(Sc2nncn2C)o1)C1CCCN(Cc2ccccc2F)C1 (stereo not given)	i
Cn1cccc1C(=O)N[C@H]1C[C@H]2C(=O)Nc3cc(Cl)ccc3C(=O)N2C1	i
CCCCN1C2=NCCCN2c2ccccc21	i
O=C(c1ccccc1Oc1ccccc1)N1C[C@@H]2[C@H](C1)[C@H]1CC[C@@H]2O1	i
Cc1sc(NC(=O)C(C)Oc2ccc(Cl)cc2Cl)c(C(N)=O)c1C (stereo not given)	i
COc1cc(C(=O)Nc2cc3nn(-c4ccccc4)nc3cc2C)cc(OC)c1OC	?
CC(C(O)c1ccc(O)cc1)N1CCC(Cc2ccccc2)CC1 (stereo not given)	?
COc1ccc(-c2cc(C[C@H]3CNCC[C@H]3CC(=O)NCc3ccccc3)no2)cc1	?
CCOc1cc(CN2CCCCCC2)ccc1OC	i
COc1cccc(/C=C2/SC(=Nc3ccccc3)NC2=O)c1OC	i
O=C(O)CSc1nnnn1-c1ccccc1	i
O=C(Cn1cnc2c(oc3ccccc32)c1=O)Nc1ccc(Cl)cc1	i
CCOc1ccc(-c2nc(SCC(=O)Nc3cc(C)ccc3OC)n3[nH]c(=O)cc3n2)cc1	?
COc1ccc(N2CCN(C(=O)C3c4ccccc4C(=O)N4CCc5ccccc5C34)CC2)cc1 (stereo not given)	?
CCn1cc(C2=NC(CCSC)CO2)c2ccccc21 (stereo not given)	?
Cc1onc(-c2c(Cl)cccc2Cl)c1C(=O)NC(C)(C)CO	i
CC1CCCN(S(=O)(=O)c2ccc3[nH]c(=O)oc3c2)C1 (stereo not given)	?
C=CCn1cc(C(=O)N2CCCCC2)c(=O)c2cc(S(=O)(=O)N3CCCCCC3)ccc21	i
Cc1ccccc1OCCCN1CCOCC1	i
CC(=O)Nc1cccc(NC(=O)Cc2ccccc2)c1	?
O=C(NC1CCCCC1)N[C@H]1[C@H](O)[C@@H](N2CCN(c3ccccc3)CC2)[C@@H]2OC[C@H]1O2	?
Cc1ccc(NC(=O)C2CCCCC2)cc1OCc1cc(=O)n2cccc(C)c2n1	i
CCOc1ccc(NC(=O)C(C)Sc2nc3ccccc3[nH]2)cc1 (stereo not given)	i
O=Cc1cc(Cl)c(OCC(=O)O)c(Br)c1	i
Fc1ccc(-c2cn3ccccc3n2)cc1	i

Continued:
molecule	ST2 inh
O=C(Nc1ccccc1F)c1oc2ccccc2c1NC(=O)c1c(F)cccc1F	i
CC1CCCC(NC(=O)c2cc(=O)[nH]c3ccc(S(=O)(=O)N4CCCC4)cc23)C1C (stereo not given)	i
COc1ccc(/C=C(\C#N)c2ccc([N+](=O)[O-])cc2)c(OC)c1	48%*
COC(C(=O)Nc1ccc([N+](=O)[O-])cc1)c1ccccc1 (stereo not given)	i
COc1cccc(OCc2cc(C(=O)N3CCc4sccc4C3)n[nH]2)c1	i
COc1ccccc1C1CN(CC(=O)NCC2(c3ccccc3)CCOCC2)Cc2ccccc2O1 (stereo not given)	i
COCC(=O)N1CCC(Oc2ccc(C(=O)NC(c3ccco3)C(F)(F)F)cc2)CC1 (stereo not given)	i
O=C(Cc1cccs1)NC1CC(=O)N(c2ccc(F)cc2)C1 (stereo not given)	i
CNC(=O)c1cc(Sc2nnc(C)s2)nc2ccccc12	?
CC(C)NC(=O)[C@@H](C)C1CC[C@@]2(C)CC[C@H](NC(=O)c3ccc(C#N)cc3)[C@@H](C)[C@@H]2[C@H]1O (stereo not given in full)	i
COC(=O)c1ccc2c(c1)C(=O)N(c1cccc(Cl)c1Cl)C2=O	i
c1ccc(N2CCN(C3C4CC5CC(C4)CC3C5)CC2)cc1 (stereo not given)	i
CCC(=O)c1ccc(Br)cc1[N+](=O)[O-]	?
Cc1cccc(NS(=O)(=O)c2cccc3nonc23)c1C	i
CCNC(=O)N1CC[C@H]2CC(=O)N([C@H](C(N)=O)C(C)C)CC[C@H]2C1	i
Cc1nc2c([N+](=O)[O-])cc(Br)cc2c(=O)[nH]1	i
CCOc1ccc(N(CC(=O)NC2CC2)S(=O)(=O)c2ccc(C)cc2)cc1	i
CCOC(=O)c1cc(-c2ccccc2)sc1NC(=O)CSc1nnc2ccccn12	?
Cn1c(=O)c2c(nc(NCc3ccc4c(c3)OCO4)n2C)n(C)c1=O	?
Cc1ccc([N+](=O)[O-])cc1NC(=O)c1cc2ccccc2oc1=O	i
COc1ccc(Nc2cc(C)nc(N3CCN(S(=O)(=O)c4cc(C(C)C)ccc4C)CC3)n2)cc1	?
Cc1ccc(CN2CCCN(CC(=O)NCc3ccc(Cl)cc3)S2(=O)=O)cc1	?
O=C1Nc2ccccc2N(O)N1c1c(F)cccc1F	i
CCC1CN(Cc2cnc(-c3cccs3)nc2)CCN1C(C)C (stereo not given)	?
Clc1ccc(N2CCN(Cc3ccsc3)CC2)cc1	i
